# HT1080 IDH1KD tx = kills HT-1080 cells with IDH1 knockdown; HT-1080 IDH1 knockdown viability, ATP luminescence, 48 h; Potency, µM (series often up to 46.1 µM), inactives show top-dose activity, negative = toxicity, hits mostly cytotoxic; 360,000 compounds, 2% hits; AID 686971;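 also: 0% = DMSO wells and -100% = cell-free medium wells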
#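 % activity derives from luminescence (CellTiter-Glo), normalised to DMSO and no-cell wells. HT-1080-IDH1KD cells, 750/well, had 48 h compound exposure at 37 °C.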
# GLP1R inv ag = inverse agonists of human GLP-1 receptor; P43220; Potency, µM (titrated, usually from 38.3 µM), for inactives: at the top dose activity change, negative = inhibition, hits mostly inhibitors; 410,000 compounds, 1.6% hits; HEK293 GLP-1R CRE-luciferase, luminescence, 24 h; GLP-1R form is constitutively active; also: % is scaled to controls: 0 for no effect and ±100 for the full control effect; nearly all actives have a fitted effect of over 55% in size
# Target sequence (P43220 whole entry, looked up): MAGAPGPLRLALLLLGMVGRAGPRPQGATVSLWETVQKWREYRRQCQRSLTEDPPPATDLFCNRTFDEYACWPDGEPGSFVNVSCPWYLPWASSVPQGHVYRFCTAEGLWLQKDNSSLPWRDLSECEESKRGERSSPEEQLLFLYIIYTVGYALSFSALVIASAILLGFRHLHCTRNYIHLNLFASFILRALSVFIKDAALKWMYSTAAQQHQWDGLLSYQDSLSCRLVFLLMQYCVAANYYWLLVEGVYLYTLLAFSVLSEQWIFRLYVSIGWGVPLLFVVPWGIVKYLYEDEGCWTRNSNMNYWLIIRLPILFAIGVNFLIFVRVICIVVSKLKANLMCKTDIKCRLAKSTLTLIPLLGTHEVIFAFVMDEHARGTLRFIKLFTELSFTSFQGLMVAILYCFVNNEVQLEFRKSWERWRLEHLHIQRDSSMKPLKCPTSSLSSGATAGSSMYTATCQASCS
#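 Using stably transfected HEK293 (constitutively active GLP-1R, cAMP-luciferase reporter), compounds were incubated 24 hr and luciferase measured by luminescence.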
# KB-V1 MDR tox = KB-V1 MDR subline cytotoxicity. 400,000 compounds, 3.4% hits. Potency, µM (top dose mostly 46.1 µM), inactives show at the highest dose activity change, negative = cytotoxicity, most hits filed as cytotoxic. AID 1347076. KB-V1 MDR cells viability, CellTiter-Glo, 72 h; also: % is scaled to controls: 0 for no effect and ±100 for the full control effect; nearly all actives have a fitted effect of over 60% in size
#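 KB-V1 MDR subline cells in DMEM (phenol-red free, 10% FBS) exposed to compounds in qHTS concentration series for 72 h at 37 degrees C. Viability read by CellTiter-Glo luminescence; concentration-effect curves fitted after normalization and correction.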
# HT1080-NT tox = kills 2HG-producing HT-1080-NT fibrosarcoma cells | HT-1080-NT fibrosarcoma viability, CellTiter-Glo ATP luminescence, 48 h | Potency, µM (series often up to 46.1 µM), without a hit: at the top dose activity, negative = less viability, most hits filed as cytotoxic | 360,000 compounds, 1.6% hits | AID 686970;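 also: NT is the 2HG producing partner of a matched IDH1 knockdown line; 0% = DMSO-treated cells and -100% = media-only wells without cells; nearly all actives have a fitted effect of over 55% in size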
#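 Compounds were tested in concentration-response format on HT-1080-NT cells for 48 hours at 37 degrees C. Cell viability came from CellTiter-Glo luminescence; curves were classified by r2, response magnitude and activity.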
# GLP-1R agonist = agonists of human GLP-1 receptor; P43220; HEK293 GLP-1R CRE-luciferase, luminescence, 4-6 h; cells express a hypersensitive GLP-1R form; Potency, µM (doses to about 45.6 µM), without a hit: top-dose activation, usual class: activators; 380,000 compounds, 0.007% hits; also: % of control where 0% means no effect
# SW480 rerep = induces DNA re-replication in SW480 colon adenocarcinoma cells; Potency, µM (doses to about 46.1 µM), inactives show at the highest dose re-replication activation, actives largely listed as activators; SW480 DNA re-replication, Hoechst DNA content imaging, 48 h; 340,000 compounds, 1.8% hits; also: % of control where 0% means no effect; nearly all actives have a fitted effect of over 55% in size
#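 Hoechst fluorescence of nuclei (405 nm excitation, 500-530 nm emission) measured by plate-scanning imager after 48 hr compound exposure at 37 C; re-replication scored as increased number of nuclei with elevated intensity.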
# TDP43 rescue = inhibitors of TDP-43 toxicity in yeast. TDP-43 expressing yeast growth rescue, BacTiter-Glo, 24 h. Potency, µM (top dose mostly 46.1 µM), for inactives: at the highest dose growth rescue (activation), usual class: activators. 410,000 compounds, 1.8% hits. AID 652104; also: % of control where 0% means no effect; nearly all actives have a fitted effect of over 50% in size
#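 Luminescence from BacTiter-Glo reports growth of TDP-43-expressing yeast after 24 hr at 30 deg C with compound. Cells were raffinose-pregrown to mid-log, then seeded in galactose medium at OD600=0.02.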
# KB-3-1 tox = kills parental KB-3-1 adenocarcinoma cells; KB-3-1 viability, CellTiter-Glo ATP luminescence, 72 h; Potency, µM (highest dose often 46.1 µM), for inactives: at the top dose activity change, negative = cytotoxic, actives largely listed as cytotoxic; 400,000 compounds, 1.4% hits; AID 1347075; also: % is scaled to controls: 0 for no effect and ±100 for the full control effect; nearly all actives have a fitted effect of over 60% in size
#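 Parental KB-3-1 adenocarcinoma cells in phenol-red-free DMEM with 10% FBS were pin-treated with compounds at several concentrations, incubated 72 h at 37 °C, and viability read by CellTiter-Glo luminescence; concentration-effect curves were fitted after normalization.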
# GLP1R cytotox = cytotoxicity in counter-screen for GLP-1R inverse agonists; HEK293 cAMP-luciferase reporter cells, luminescence, 24 h; Potency, µM (doses to about 38.3 µM), for the others: top-dose activity change, negative = inhibition, actives largely listed as inhibitors; 410,000 compounds, 0.13% hits; AID 624418;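 also: loss of luciferase light is scored as toxicity; % is scaled to controls: 0 for no effect and ±100 for the full control effect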
#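 Quantitative HTS format, 1536 wells, 200 cells/uL seeded. Compounds: 23 nL, 24 h, 37 °C. Detection: luciferase reagent, luminescence at 12 min RT; decreased signal taken as cytotoxic.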
# * = called active by the depositor; ? = inconclusive; / = no result given; [ ] = another dose, or the depositor's remark. Calls follow the shape of the dose curve; as a rule, active = well fitted curve in the direction sought with a large enough effect; inconclusive = small, poorly fitted or top-dose-only effect, or another doubt; inactive = no such curve, though single readings can be large; an effect the other way counts as inactive or inconclusive. Potency is read from the fitted curve at half-maximal effect.
SMILES,HT1080 IDH1KD tx,GLP1R inv ag,KB-V1 MDR tox,HT1080-NT tox,GLP-1R agonist,SW480 rerep,TDP43 rescue,KB-3-1 tox,GLP1R cytotox
CC(=O)N1CCc2cc(S(=O)(=O)N3CCCCC3C)ccc21 (stereo not given),-2%,-11%,6%,1%,-7%,2%,-1%,1%,-7%
CC1(C)CC(=O)C2=C(C1)N(Cc1cccnc1)C(=O)C2(NC(=O)c1ccc(F)cc1)C(F)(F)F (stereo not given),-1%,13%,14%,1%,-3%,-12%,5%,7%,8%
O=C(N1CCc2cc(S(=O)(=O)NC[C@H]3O[C@@H](n4ccc(=O)[nH]c4=O)[C@H](O)[C@@H]3O)ccc2C1)C(F)(F)F,16%,11%,-8%,17%,-1%,-37%,12%,3%,-8%
Cc1ccc(S(=O)(=O)N(C)C[C@@H]2Oc3c(NS(C)(=O)=O)cccc3C(=O)N([C@H](C)CO)C[C@@H]2C)cc1,10%,11%,0%,12%,2%,6%,16%,0%,0%
CC(OC(=O)c1cccc([N+](=O)[O-])c1)C(=O)NCc1ccc2c(c1)OCO2 (stereo not given),-3%,7%,8%,1%,-4%,-3%,9%,0%,-11%
Cc1ccc(-c2csc(NC(=S)NC(=O)c3ccco3)n2)cc1,18%,-2%,15%,13%,2%,-7%,-1%,-3%,?
CC(Cc1cccs1)NC(=O)NC1CCCCC1 (stereo not given),-9%,-6%,-5%,0%,-3%,-8%,-10%,-4%,-14%
O=C(Nc1cc(C(F)(F)F)ccc1N1CCCCC1)c1cccc([N+](=O)[O-])c1,-4%,?,16µM*,-1%,0%,-5%,-37%[inhibitor],-10%,1%
Fc1ccc(Nc2cncc(-c3ccsc3)c2)cc1Cl,-6%,13%,3%,4%,8%,/,?,0%,-10%
CN(C)CCCNC1=CC(=O)CC(c2ccccc2)C1 (stereo not given),16%,13%,1%,3%,-3%,-9%,20%,-4%,31%[activator]
O=C(COc1ccc(S(=O)(=O)N2CCOCC2)cc1Cl)NCC1CCCO1 (stereo not given),1%,10%,-18%,4%,-1%,-2%,-7%,4%,-3%
O=C(Nc1nccs1)c1cc(S(=O)(=O)N2CCOCC2)ccc1Cl,3%,-20%,-10%,10%,-6%,1%[9.22 µM],12%,8%,-11%
O=C(NCC(c1cccnc1)N1CCc2ccccc21)c1ccccc1Br (stereo not given),/,?,1%,/,/,/,19%,1%,-5%
CCOc1ccc(-n2c(SCC(=O)c3c(N)n(C)c(=O)n(C)c3=O)nnc2-c2cccnc2)cc1,0%,-15%,3%,-1%,3%,3%,-17%,?,1%
O=S(=O)(Nc1ccc(-n2cnnn2)cc1)c1ccc(Cl)cc1,13%,8%,-19%,5%,15%,1%,3%,12%,-5%

# The list goes on, starting with the last five of the part before.
SMILES,HT1080 IDH1KD tx,GLP1R inv ag,KB-V1 MDR tox,HT1080-NT tox,GLP-1R agonist,SW480 rerep,TDP43 rescue,KB-3-1 tox,GLP1R cytotox
O=C(COc1ccc(S(=O)(=O)N2CCOCC2)cc1Cl)NCC1CCCO1 (stereo not given),1%,10%,-18%,4%,-1%,-2%,-7%,4%,-3%
O=C(Nc1nccs1)c1cc(S(=O)(=O)N2CCOCC2)ccc1Cl,3%,-20%,-10%,10%,-6%,1%[9.22 µM],12%,8%,-11%
O=C(NCC(c1cccnc1)N1CCc2ccccc21)c1ccccc1Br (stereo not given),/,?,1%,/,/,/,19%,1%,-5%
CCOc1ccc(-n2c(SCC(=O)c3c(N)n(C)c(=O)n(C)c3=O)nnc2-c2cccnc2)cc1,0%,-15%,3%,-1%,3%,3%,-17%,?,1%
O=S(=O)(Nc1ccc(-n2cnnn2)cc1)c1ccc(Cl)cc1,13%,8%,-19%,5%,15%,1%,3%,12%,-5%
CCN(CC(=O)Nc1c(F)cccc1F)C(=O)C1CCN(S(=O)(=O)c2ccc(C)c(C)c2)CC1,-20%,?,?,-17%,6%,-53%,-22%,-19%,-11%
COC(=O)c1ccccc1NC(=O)Cc1nc(-c2ccccc2)sc1-c1ccc(C)cc1,1%,?,?,0%,1%,-1%,13%,-3%,2%
CCOC(=O)CN1C(=O)S/C(=C/c2ccc3c(c2)n(C)c(=O)n3C)C1=O,15%,29%,-15%,7%,1%,-6%,19%,10%,-3%
Cc1cc(C)c(C#N)c(SCc2c(F)cccc2[N+](=O)[O-])n1,-3%,-10%,-6%,-1%,1%,-11%,4%,-8%,15%
COc1cccc(N/C(SC)=C(/C#N)C(N)=O)c1,?,0%,?,?,7%,?,?,?,5%
COc1ccccc1NS(=O)(=O)c1cc(NC(=O)c2cccnc2)ccc1N1CCCCC1,-23%,?,?,?,18%,3%,3%,?,-2%
CC(=O)Nc1ccc(CN2CCCC(CCC(=O)NCc3ccccc3F)C2)cc1 (stereo not given),1%,4%,-9%,0%,-4%,?,-9%,-7%,2%
Cn1cc(C(=O)N/N=C/c2cccc(O)c2)ccc1=O,7%,1%,6%,10%,8%,3%,-15%,0%,23%
Cc1cc(C(=O)O)ccc1NCc1ccncc1,3%,3%,-3%,14%,-1%,-1%,-16%,20%,-1%
COc1ccc(-c2ccnc(-c3ccncc3)n2)cc1,-5%,-15%,-27%,-11%,20%,21µM*,-11%[1.82 µM],?,-23%
CC1S/C(=C(\C#N)C(=O)NCc2ccco2)N(Cc2ccco2)C1=O (stereo not given),0%,-7%,2%,-4%,-27%,0%,3%,3%,36%[activator]
CN(C)C(=O)CCc1ccc2c3c([nH]c2c1)[C@]1(C)[C@@H](C(=O)N2CCCCC2)C[C@H](CC(=O)NCCc2ccccn2)C(=O)N1CC3,4%,7%,0%,1%,2%,-16%,24%,0%,-5%
COc1ccc(N(C(=O)Cn2nnc(-c3ccc(Cl)cc3)n2)C(C(=O)NCC2CCCO2)c2ccc(C)cc2)cc1 (stereo not given),-2%,-8%,-31%,0%,2%,-3%,-10%,?,5%
Cc1ccc(C(=O)OCC(=O)Nc2ccccc2Sc2ccccc2)cc1C,1%,2%,-19%,6%,1%,5%,7%,20%,17%
O=C(N/N=C\C=C\c1ccc2c(c1)OCO2)c1ccc(F)cc1,-7%,14%,15%,-16%,9%,-19%,1%,3%,5%
Cc1ccc(NC(=O)c2csc3c2CCCC3)cc1,-11%,?,?,-2%,10%,-2%,4%,1%,0%
CN(Cc1ccccc1)S(=O)(=O)c1cccc(C(=O)O)c1,13%,5%,3%,21%,4%,-19%,-3%,1%,4%
COc1cc(NC(=O)C2CCN(c3nc4ccccc4nc3C(F)(F)F)CC2)cc(OC)c1,/,-27%,?,/,/,/,11%,-21%,-5%
COc1ccc(NC(=O)/C(C#N)=C/c2ccc(OCc3cc(=O)n4nc(C)sc4n3)cc2)cc1,/,16%,?,/,-1%,/,-7%,?,-2%
CC1=C(C(N)=O)C(c2cccnc2)n2nc(-c3cccc(C)c3)nc2N1 (stereo not given),17%,16%,0%,15%,8%,-7%,-2%,19%,-10%
COc1cc(NC(=O)CSc2nc(C)c(C(=O)Nc3ccccc3)c(-c3ccc(OC)c(OC)c3)c2C#N)c(OC)cc1Cl,/,11%,3%,/,/,/,26%,-1%,-1%
COc1ccc(CCNC(=O)C(=O)NCC2CCCN2S(=O)(=O)c2cccs2)cc1 (stereo not given),-3%,-9%,-19%,2%,0%,10%,-4%,8%,10%
CCOc1cc(/C=C/C(=O)OCC(=O)NCC2CCCO2)cc(Cl)c1OC (stereo not given),-1%,-26%,-14%,-7%,8%,0%,0%,7%,-1%
COc1cc(C)c(S(=O)(=O)Nc2ccccc2F)cc1C,-10%,?,-15%,-12%,10%,0%,25%,-20%,21%
CC(=O)c1ccc(C(=O)NC2CCCN(Cc3ccc(Cl)cc3)C2)s1 (stereo not given),-2%,?,-25%,-4%,13%,11%,17%,-15%,3%
O=C1c2ccccc2C(c2nnnn2Cc2ccccc2)N1CCCn1ccnc1 (stereo not given),8%,12%,-2%,17%,2%,/,6%,2%,-9%
Cc1nnc2sc(SCC(=O)Nc3cccc(Cl)c3)nn2c1=O,8%,23%,13%,10%,3%,2%,/,-5%,-13%
CCCOc1ccc(-c2c(C(=O)N/N=C(\C)c3ccncc3)nnn2-c2nonc2N)cc1,0%,?,20%,-21%,-2%,23%,0%,9%,-6%
CC1(C(=O)Nc2cccc(Oc3ccccc3)c2)Cc2c(-c3ccc4c(c3)OCO4)ccnc2O1 (stereo not given),?,?,5.8µM*,?,14%,/,0%,4.6µM*,-27%
Cc1nnc(SCC(=O)N2CCN(c3ccccc3)CC2)n(N)c1=O,3%,0%,41%,-1%,-1%,-22%,2%,27%,-7%
Cc1ccccc1NC(=O)CCN1C(=O)CSC1=O,15%,7%,2%,6%,-5%,-2%,0%,17%,2%
COc1ccc(C2C3=C(CC(C)(C)CC3=O)N(CCN3CCOCC3)C3=C2C(=O)CC(C)(C)C3)cc1,19%,12%,-6%,17%,-1%,2%,9%,8%,88%[activator]
O=c1ccn(Cc2ccccc2)cc1,21%,5%,1%,9%,-5%,-10%,17%,21%,0%
O=C(CN1CCCCCC1)N1c2ccccc2C=Cc2ccccc21,7%,18%,3%,2%,1%,-8%,-4%,7%,4%
CCn1c(SCC(=O)Nc2ccc(N(C)C)cc2)nnc1C1CC1,15%,2%,-3%,20%,2%,3%,15%,-5%,17%
CCOC(=O)[C@@H]1[C@H]2COc3ccc(Br)cc3[C@@H]2N2C(=O)N(c3ccc(OC)cc3)C(=O)[C@@]12C,-9%,-1%,20%,26%,2%,0%,13%,?,-26%
OCCNc1nc(N2CCN(c3ccccc3)CC2)nc2ccccc12,-3%,?,4%,-3%,21%,1%,1%,-10%,2%

# Structures listed above that bear a hit mark in SW480 rerep.
SMILES,GLP1R inv ag,GLP-1R agonist,SW480 rerep
COc1ccc(-c2ccnc(-c3ccncc3)n2)cc1,-15%,20%,21µM*

# Screens from PubChem.
